Source: PubChem
DUSP3 inh = VHR1 phosphatase inhibitors, primary screen, biochemical, absorbance, uHTS | Dual specificity protein phosphatase 3 (Homo sapiens), P51452 | inhibition, % at 13.3 µM | recombinant VHR phosphatase, pNPP absorbance | 0.52% of 290,000 active; in the data active = inhibition above about 50%; also: some compounds called inactive have numbers as strong as hits
BH1578 lux ind = inducers of Vibrio cholerae quorum light production without autoinducers, primary screen, BH1578 luxS cqsA deficient, single point. V. cholerae BH1578 lux reporter, luminescence, 6 h. activation, % at 18.7 µM. 0.16% of 350,000 active; in the data active = activation mostly above about 9.7%, no sharp cut-off; inconclusive = no clear call, values can overlap the other calls; inactive = mostly below about 3.7%; also: not every result past the cut was called active; inactives centre near 0; reference of the scale not given here
PriA SSB inh = inhibitors of Klebsiella pneumoniae PriA binding to SSB C-terminal tail, primary screen, biochemical, AlphaScreen; PriA–SSB C-terminal tail interaction (Klebsiella pneumoniae); AlphaScreen SSBct-PriA binding, biotinylated peptide; inhibition, % at 33 µM; 0.6% of 430,000 active; AID 1272365, 2023; in the data active = inhibition mostly above about 37%, no sharp cut-off; inactive = mostly below about 20%;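 also: plate controls were negative control peptide for no effect and reference peptide for full effect; strong numbers were not always called active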
PfHsp40 rescue = rescue of yeast from PfHsp40 toxicity, primary screen, S. cerevisiae, ATP luminescence. S. cerevisiae expressing PfHsp40, growth rescue. growth rescue, % at 12.5 µM. 0.68% of 340,000 active. AID 504582, 2011; in the data active = growth rescue above about 28%, passing the limit was not always enough; inconclusive = no clear call, values can overlap the other calls;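 also: yeast W303a lacking pdr1 and pdr3 grown in galactose medium; growth measured after three days at 30 °C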
BoNT A protease = BoNT/A light chain protease inhibitors, primary screen, biochemical, flow cytometry, MLPCN library; multiplex microsphere protease substrate cleavage; inhibition, % at 10 µM; 0.17% of 360,000 active; also: plate controls were buffer without enzyme for full effect and enzyme alone for no effect
Anthrax LF inh2 = Bacillus anthracis LF protease inhibitors, primary screen, biochemical, multiplex microsphere, MLPCN library | Lethal factor (Bacillus anthracis), P15917 | multiplex microsphere protease cleavage assay | inhibition, % at 10 µM | 0.12% of 360,000 active; also: plate controls were buffer without enzyme for full effect and enzyme alone for no effect
TcdB GH inh = TcdB glycohydrolase inhibitors, primary screen, biochemical, single point, plate reader; inhibition, % at 9.99 µM; AID 652162, 2013; TcdB glycohydrolase enzymatic assay; 0.24% of 350,000 active; Toxin B (Clostridioides difficile), P18177; in the data active = inhibition above about 10%
CCHF vOTU inh = CCHFV vOTU protease inhibitors, primary screen, biochemical, Pep-AMC substrate, fluorescence; Crimean-Congo hemorrhagic fever virus L polyprotein viral ovarian tumor (vOTU) protease …; inhibition, % at 11.5 µM; 0.55% of 370,000 active; AID 651958, 2012; in the data active = inhibition above about 30%; also: 0% = vehicle wells with enzyme and 100% = no enzyme wells
3CLpro inhibitor = SARS-CoV 3CLpro protease inhibitors, primary screen, biochemical, quenched FRET; inhibition, % at 6 µM; 0.14% of 290,000 active; recombinant SARS-CoV 3CLpro, quenched FRET peptide cleavage; Replicase polyprotein 1ab (Severe acute respiratory syndrome coronavirus), P0C6X7; in the data active = inhibition above about 12%
Y pestis TopoI = Yersinia pestis topoisomerase I inhibitors, primary screen, biochemical, cleavage product accumulation, plate reader, single point; DNA topoisomerase I (Yersinia pestis CO92); Y. pestis Topo-I cleavage product accumulation; activity, % at 10 µM; 0.064% of 360,000 active; AID 504884, 2011; in the data active = activity above about 50%, passing the limit was not always enough; inconclusive = no clear call, values can overlap the other calls; also: inactives centre near 2
* = called active by the depositor; i = inactive; ? = inconclusive; / = not tested or not shown. Rule as the data show it, unless noted: active = inhibition above about 30%; inconclusive = no clear call, values can overlap the other calls; inactive = below that. Not all compounds are listed. The share of hits here may be higher or lower than overall.

molecule	DUSP3 inh	BH1578 lux ind	PriA SSB inh	PfHsp40 rescue	BoNT A protease	Anthrax LF inh2	TcdB GH inh	CCHF vOTU inh	3CLpro inhibitor	Y pestis TopoI
N#CCCn1nc(-c2ccccc2)cc1Nc1ccccc1NC(=O)c1cccs1	8	i	-3	-1.1	?	?	/	14	4	-3
Cc1ccc(S(=O)(=O)/N=C2/NC(=O)/C(=C\c3ccccc3)S2)cc1	/	-1.7	/	0.7	-0.6	-1	-0.6	29	/	14
CC1(C)CC(=O)/C(=C(\O)CCCN2C(=O)c3ccccc3C2=O)C(=NCC(=O)O)C1	12	i	/	0.7	-1.4	-6	0.0	19	3	-8
COC(=O)CN(c1ccc(F)cc1)S(=O)(=O)c1ccccc1	2	i	15	0.8	-2.3	-8	/	9	-1	3
CCN(CC)CCN=CC1=C(O)CNC1=O	34	i	-26	-1.5	1.6	3	/	-3	-1	4
CN(C)CCN(Cc1ccco1)c1ccccn1	/	/	-2	1.2	0.0	-1	-0.2	-1	/	-2
CC1=Nc2ccc(C)cc2N(Cc2ccccc2)C(=O)C1	-17	/	8	-0.5	-0.8	4	-0.7	-2	2	6
CCOc1ccc(NC(=O)CN(C)C(=O)c2ccc(-c3ccc(C(C)=O)cc3)o2)cc1OCC	/	-5.6	-10	0.3	-0.4	3	1.2	8	/	8
CNC(=O)COC(=O)c1cc2c(s1)CCCC2	13	i	-1	0.0	0.1	0	1.2	0	-2	-1
Cn1c(CC(=O)NNC(=O)c2ccc(F)cc2Cl)nc2ccccc21	/	-4.2	-23	0.6	1.2	-6	5.2	-4	/	-3
Cc1cccc(C)c1-n1c(C)cc(/C=N/NC(=O)CSc2ncccn2)c1C	1	i	/	0.2	-1.3	-4	0.3	6	5	10
CCOC(=O)C1Cc2ccccc2C(=O)O1 (stereo not drawn)	10	i	-5	0.7	-0.4	-1	/	-12	0	5
COc1ccc(NC(=O)C2CCCN2S(=O)(=O)c2cccc3cccnc23)c(OC)c1 (stereo not drawn)	-1	0.0	-1	-1.1	0.3	3	-7.1	2	4	19
CCCCCCCC1(C)NC(=O)NC1=O (stereo not drawn)	5	-0.3	-4	0.9	-0.1	-4	1.4	4	2	8
Cc1ccc(OCCC(=O)OCC(=O)NC(=O)NC2CCCC2)cc1	/	-17	-11	-0.3	-2.3	1	-0.1	-1	/	6
CCCOC(=O)c1ccc(NC(=O)COC(=O)C2CCN(c3ccc(C(F)(F)F)cn3)CC2)cc1	/	i	1	3.3	0.4	10	-0.9	27	/	19
OCC1(Cc2ccccc2)CCCN(Cc2ccn[nH]2)C1 (stereo not drawn)	-6	-0.3	0	-0.4	-2.2	-3	-0.1	-16	3	2
CCOC(=O)C1CCCN(C(=O)c2csc(-c3ccc4c(c3)CCO4)n2)C1 (stereo not drawn)	-18	-0.7	-11	-0.8	0.3	-6	-0.8	-5	-4	23
COc1ccccc1CNC(=O)c1cc(-c2cccnc2)nc2ccccc12	40	0.5	-8	0.3	-1.2	4	-4.4	2	4	27
O=C(c1cccnc1Nc1ccccc1F)N1CCOCC1	29	-0.3	-2	0.4	-0.1	0	0.5	-2	-4	3
CCCC(=O)Nc1ccc(C(=O)NN=C(C2CC2)C2CC2)cc1	-5	-0.2	-4	1.3	0.3	-1	0.2	-3	-4	-1
COc1ccc(/C=N/NC(=O)C(=O)NCc2cccnc2)cc1OC	-5	i	/	-0.9	0.2	-8	/	-6	2	-5
O=C(NCCn1cc(SCc2ccccc2F)c2ccccc21)c1c(F)cccc1F	8	-0.6	3	0.3	-0.5	1	7.8	8	4	20
COc1ccc(OC)c(C(c2nnnn2C2CCCC2)N2CCc3ccccc3C2)c1 (stereo not drawn)	4	i	7	-0.1	-0.2	-1	/	10	-3	10
COc1ccc(NC(=O)c2cccc(S(=O)(=O)N3CCCCCC3)c2)cc1	-11	-0.3	1	0.0	-0.3	0	1.6	0	5	14

Reprinted from the part before: two entries; new compounds follow.
molecule	DUSP3 inh	BH1578 lux ind	PriA SSB inh	PfHsp40 rescue	BoNT A protease	Anthrax LF inh2	TcdB GH inh	CCHF vOTU inh	3CLpro inhibitor	Y pestis TopoI
COc1ccc(OC)c(C(c2nnnn2C2CCCC2)N2CCc3ccccc3C2)c1 (stereo not drawn)	4	i	7	-0.1	-0.2	-1	/	10	-3	10
COc1ccc(NC(=O)c2cccc(S(=O)(=O)N3CCCCCC3)c2)cc1	-11	-0.3	1	0.0	-0.3	0	1.6	0	5	14
CNS(=O)(=O)c1cnccc1N1CCN(C)CC1	30	-0.3	-13	-1.3	-0.1	-1	/	-8	0	3
Cc1ccc(OCCC(=O)Nc2ccc3c(c2)OCO3)cc1	/	-0.5	-2	0.0	-1.1	-11	2.8	11	/	-4
COc1ccc(NS(=O)(=O)c2cccc(C(=O)N/N=C/c3ccc(O)cc3)c2)cc1	-9	i	/	-1.1	-0.4	-1	-0.1	7	-2	-4
Cc1cccn2c(=O)c(/C=C(\C#N)C(=O)NC3CCS(=O)(=O)C3)c(N3CCC(C(N)=O)CC3)nc12 (stereo not drawn)	12	-0.3	0	-2.0	0.6	-1	0.5	-38	-4	3
COC(=O)c1ccc(CSc2nnnn2-c2ccc(C)cc2C)o1	6	-0.5	-21	0.9	-1.2	-1	1.1	15	1	14
Cc1cccc(NC(=O)Nc2nnc([C@@H]3C[C@H](O)[C@@H](CO)O3)s2)c1	/	-0.3	/	/	0.1	3	1.0	22	/	6
Cn1c(N)c(C(=O)c2ccc(Oc3ccccc3)cc2)c(=O)n(C)c1=O	-11	i	1	-0.8	-0.3	0	0.2	-4	0	0
COc1cc(NC(=O)c2ccccc2Cl)ccc1NC(=O)c1cccs1	20	-0.4	5	0.5	-0.4	2	1.4	-11	-1	4
COc1ccc(C2CC(c3ccncc3)=NN2c2ccc(S(N)(=O)=O)cc2)cc1 (stereo not drawn)	/	-0.9	-47	0.6	0.4	-2	0.8	-191	/	7
Cc1nc(NC(=O)C2CC2)sc1C(=O)N1CCCCC1	8	i	-13	-1.9	-0.6	2	/	-6	-5	0
Cc1oncc1C(=S)Nc1ccccc1	6	1.9	-13	0.7	-0.3	1	/	-13	3	9
CCn1cc(C2=NOC(C(=O)Nc3cc(OC)c(Cl)cc3OC)C2)c(C)n1 (stereo not drawn)	10	-5.6	1	1.1	0.5	2	/	16	4	12
CCCn1c(SCC(=O)N2c3ccccc3Sc3ccccc32)nc2c1c(=O)n(C)c(=O)n2C	7	i	-15	-0.1	0.1	1	/	7	-4	0
CCN(CC)C(=O)c1scc2c1OCCO2	22	-1.3	-9	-0.8	-2.0	-5	/	6	-3	1
Cc1ccccc1NC(=O)c1ccc2c(c1)N(C)CCS2	21	-0.3	-6	0.1	-0.3	0	1.2	-2	5	3
Cc1ccc(S(=O)(=O)N2[C@@H](c3ccc(Cl)cc3)C(C(=O)O)=CC[C@H]2c2ccc3c(c2)OCO3)cc1	/	1.2	-6	1.5	0.7	-10	0.5	5	/	-6
C[C@]12c3[nH]c4ccccc4c3CCN1C(=O)C(CC(=O)NCCC1=CCCCC1)C[C@@H]2C(=O)N1CCCCC1 (stereo partly drawn)	/	i	4	2.5	-0.3	6	0.4	16	/	6
CC1=NN(c2ccc(C)cc2C)C(=O)C1C(c1cccc(O)c1)C1C(=O)N(c2ccc(C)cc2C)N=C1C (stereo not drawn)	7	-0.2	4	1.1	1.3	-2	/	21	7	-16
COC(=O)C1=C(C)N(c2ccc(F)c(Cl)c2)C(=O)C1	6	i	-4	?	1.7	-4	/	-14	1	6
COc1ccc(C(=O)CC(CC(=O)c2ccc(OC)cc2)C(=O)O)cc1	/	-3.0	5	-1.9	-0.2	-4	3.2	8	/	0
CCOC(=O)N1CCN(C(=O)c2ccc(OC(C)=O)cc2)CC1	-5	i	5	-0.8	1.5	1	1.1	-1	1	-1
CN1C(=O)NC2C1N(S(C)(=O)=O)CCN2S(C)(=O)=O (stereo not drawn)	-8	2.0	-5	-0.9	-0.5	-5	/	-18	-1	5
CCCN(Cc1ccccc1)C(=S)Nc1ccc(SC(F)F)cc1	37	-0.3	-18	0.9	-0.7	-1	0.0	24	0	-14
CCOc1cc(C2C(C(=O)c3ccc(C)cc3)=C(C(=O)OC)Nc3nnnn32)ccc1O (stereo not drawn)	6	i	-10	-0.1	0.1	-1	/	15	2	-4
CC(=O)c1sc2nc(SCC(=O)NCCc3ccccc3)[nH]c(=O)c2c1C	-6	0.7	11	-1.2	1.1	1	2.2	-4	2	-6
COc1cccc(C(C(=O)NC2CCCCC2)N(C(=O)c2csnn2)C2CC2)c1 (stereo not drawn)	2	-0.6	-9	-0.6	0.6	-1	-1.1	-3	1	3
Cc1cc2nnc(SCC(=O)N3CCN(c4ccccc4)CC3)n2c(N)n1	44	i	-11	-0.1	0.6	1	/	11	-7	-2
COc1ccc(CN(C)CC(=O)Nc2cccc(S(=O)(=O)N3CCCC3)c2)cc1F	/	3.3	-6	-0.6	1.8	0	5.7	11	/	19
C=CCC(=O)NC(C)c1cnn(-c2ccccc2C)c1C (stereo not drawn)	-10	-0.4	0	-0.4	0.4	-2	1.2	-2	-2	-14
CCC(C)[C@H](NC(=O)NCCCc1ccccc1)C(=O)OC (stereo partly drawn)	18	3.8	4	0.3	-0.4	-2	-0.3	-7	4	7

Taken from above.
COc1cccc(C(C(=O)NC2CCCCC2)N(C(=O)c2csnn2)C2CC2)c1 (stereo not drawn) in BoNT A protease: 0.6
C=CCC(=O)NC(C)c1cnn(-c2ccccc2C)c1C (stereo not drawn) in BH1578 lux ind: -0.4
Cc1cc2nnc(SCC(=O)N3CCN(c4ccccc4)CC3)n2c(N)n1 in Anthrax LF inh2: 1
